RAM inhibit = inhibitors of the yeast RAM network. S. cerevisiae dse1pr::URA3 reporter, 5-FOA growth OD615, 2 d; analog-sensitive cbk1-as2 kinase mutant strain. inhibition, % at 50 µM. actives 1.8% (n = 190,000). AID 868;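 active = inhibition above a set limit, 3 SD over mean compound inhibition, cut at about 8.4% in these data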;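 note: 0% = DMSO-only wells with no growth and 100% = 10 µM 1-NA-PP1 full growth; inhibition rescues growth on 5-FOA so higher OD means more RAM inhibition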
TNAP inh hiacc = blocks human TNAP under high phosphate acceptor concentration; purified TNAP, CDP-star luminescence, 1 M DEA; actives 0.03% (n = 200,000); AID 1135; inhibition, % at 20 µM; P05186;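 active = over 50% inhibition of tissue-nonspecific alkaline phosphatase at 20 µM in the single-dose screen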;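 note: plate controls were DMSO wells for no effect and EDTA-quenched wells as full inhibition for full effect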
Target sequence (P05186 whole entry, looked up): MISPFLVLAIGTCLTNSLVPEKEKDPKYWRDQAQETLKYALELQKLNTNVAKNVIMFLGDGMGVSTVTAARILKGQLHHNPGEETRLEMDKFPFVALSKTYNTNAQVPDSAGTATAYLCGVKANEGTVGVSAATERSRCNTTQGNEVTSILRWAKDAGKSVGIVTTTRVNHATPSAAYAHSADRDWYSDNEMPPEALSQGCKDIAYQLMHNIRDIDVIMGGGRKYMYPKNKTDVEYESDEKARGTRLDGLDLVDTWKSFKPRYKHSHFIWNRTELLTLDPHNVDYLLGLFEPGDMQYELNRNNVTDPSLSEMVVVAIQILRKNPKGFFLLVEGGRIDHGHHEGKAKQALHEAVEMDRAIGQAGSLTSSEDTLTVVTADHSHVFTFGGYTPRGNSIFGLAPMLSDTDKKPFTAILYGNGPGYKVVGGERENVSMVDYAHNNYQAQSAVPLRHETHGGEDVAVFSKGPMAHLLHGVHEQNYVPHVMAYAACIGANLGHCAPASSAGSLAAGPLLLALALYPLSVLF
PMI act satM6P = activators of human phosphomannose isomerase at near-saturating mannose 6-phosphate | P34949 | coupled PMI enzyme assay, resazurin fluorescence, 20 min; hits give high values; 1 = untreated enzyme, 0 = substrate-free blank | actives 0.34% (n = 190,000) | activation factor at 20 µM | AID 1216;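 active = activation factor of 2 or more at 20 µM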
Target sequence (P34949 whole entry, looked up): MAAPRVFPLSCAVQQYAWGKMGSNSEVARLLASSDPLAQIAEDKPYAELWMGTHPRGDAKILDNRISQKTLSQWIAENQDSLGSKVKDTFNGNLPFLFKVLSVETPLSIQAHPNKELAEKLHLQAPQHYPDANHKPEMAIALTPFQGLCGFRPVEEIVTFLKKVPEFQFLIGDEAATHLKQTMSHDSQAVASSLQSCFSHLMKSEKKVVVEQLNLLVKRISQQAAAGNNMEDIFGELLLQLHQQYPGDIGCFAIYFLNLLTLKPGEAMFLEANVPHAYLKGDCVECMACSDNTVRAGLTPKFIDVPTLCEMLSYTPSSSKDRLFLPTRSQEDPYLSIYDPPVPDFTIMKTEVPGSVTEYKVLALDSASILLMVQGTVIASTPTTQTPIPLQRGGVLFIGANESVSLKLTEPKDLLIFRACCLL
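Test system: human phosphomannose isomerase with PGI, G6PDH, diaphorase coupling enzymes; Amount: PMI at 15 ng/mL final; Reagent: Mannose-6-phosphate 1.0 mM (near-saturating) plus 0.22 mM NADP+; Timing: 20 min, room temperature; Technique: resorufin fluorescence at Ex 544/Em 590 nm; Dosing: 20 µM single dose.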
DTT redox prof = compounds producing H2O2 with reducing agent – biochemical, NIH compound library profiling, artefact control for MLSCN library redox annotation, primary screen. DTT-dependent redox cycling H2O2, phenol red/HRP absorbance; 100% = 100 µM peroxide control, 0% = buffer. activation, % at 10 µM. actives 0.03% (n = 200,000). AID 878;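 active = activation of at least 50% relative to the plate's high and low controls in the primary single-dose screen; inactive = activation below 50%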;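 note: compound incubated with DTT at 0.8 mM final as the reducing agent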
Hsp70 activator = switches on Hsp70 transcription; HeLa Hsp70 promoter luciferase reporter, luminescence; scaled: vehicle 0, proteasome-inhibitor control 100%; activation, % at 10 µM; actives 0.04% (n = 200,000); AID 1203;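 active = activation above the mean across all tested compounds plus 3 SD, cutoff set per campaign, cut at about 5.5% in these data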;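 note: 100% = MG132 at 30 µM as the positive control and 0% = DMSO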
Efa HMGR inh = blocks class II HMG-CoA reductase of Enterococcus faecalis; purified E. faecalis HMGR, NADPH absorbance 340 nm kinetic; inhibition, % at 10 µM; actives 0.41% (n = 190,000);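 active = inhibition above a set limit, the median over all tested compounds plus 3 SD, cut at about 9.5% in these data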;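 note: enzyme runs in reverse so mevalonate oxidation gives rising NADPH absorbance; 0% = complete reaction with DMSO and 100% = background rate lacking mevalonate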
S1P3 antagonist = S1P3 (human) receptor antagonism. Q99500. inhibition, % at 4.98 µM. CHO S1P3 NFAT-BLA reporter, FRET fluorescence, antagonist mode. actives 0.27% (n = 170,000);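 active = inhibition above the plate cutoff, the mean inhibition of test wells on that plate plus 3 SD, cut at about 28% in these data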;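 note: cells challenged with S1P at its EC80 of 0.8 µM; blue over green emission ratio from cleaved BLA substrate after 4 h stimulation; 0% = S1P-stimulated wells and 100% = unstimulated DMSO-only wells; some compounds past the cut are filed as inactive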
Lmaj promast = reduces viability of Leishmania major promastigotes. resazurin fluorescence viability. inhibition, % at 10 µM. actives 9% (n = 200,000); in the data active = inhibition above about 50%;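 note: promastigotes grown with compound for 44 hours at 28 °C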
TNAP inh no acc = TNAP (human) inhibition, acceptor-free conditions; P05186; purified TNAP, CDP-star luminescence, 30 min; inhibition, % at 20 µM; actives 0.26% (n = 200,000); AID 1012;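 active = tissue-nonspecific alkaline phosphatase inhibition above about 50% at 20 µM in the single-dose screen, limit read from the data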;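 note: 0% = DMSO negative control and 100% = EDTA positive control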
PMI act = increases human mannose-6-phosphate isomerase activity. P34949. purified human PMI, coupled resazurin fluorescence, 20 min; hits give high values; 1 = vehicle control, 0 substrate-free wells. activation factor at 20 µM. actives 0.005% (n = 190,000). AID 1214;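 active = activation factor of 2 or more at 20 µM, relative to plate controls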
The depositor's hits bear a star; . = not tested or not shown. The order is random; 12% or so of the library scored in one or more.

SMILES | RAM inhibit | TNAP inh hiacc | PMI act satM6P | DTT redox prof | Hsp70 activator | Efa HMGR inh | S1P3 antagonist | Lmaj promast | TNAP inh no acc | PMI act
Cc1cc(C)c2c(=O)[nH]c(SCc3ccccc3C)nc2n1 | 0.4 | -2.3 | 0.8 | -0.3 | -0.3 | 0.8 | -2.6 | -0.7 | -5.9 | 0.9
COC(=O)N/N=C\c1cc(Br)ccc1OCc1ccccc1 | 0.8 | 5.0 | 1 | -0.2 | 0.3 | -1.1 | -4.1 | 7.9 | -7.6 | 1
CC1Cc2ccccc2N1S(=O)(=O)c1ccc2c(c1)n(C)c(=O)c(=O)n2C (stereo unspecified) | 4.4 | -4.2 | 0.9 | -4.0 | 0.4 | -4.0 | -41.5 | 2.2 | -2.0 | 0.9
COC(=O)c1cc(NCc2ccccc2F)ccc1N1CCOCC1 | 3.0 | -8.3 | 0.9 | -0.1 | 0.4 | -3.7 | -4.6 | 0.5 | -3.4 | 1.2
O=C(O)c1cccnc1Cl | 0.9 | -4.5 | 1.2 | 0.1 | -0.4 | -0.8 | 4.3 | -4.9 | -14.8 | 1.1
CCOC(=O)Cn1nc(C)cc1NC(=O)c1cccnc1 | -0.1 | -5.7 | 1 | -0.6 | -0.4 | -5.0 | 6.6 | -1.0 | -6.9 | 1
Cn1c(SCc2nnc3n2CCCCC3)nc2ccccc21 | 1.1 | 0.5 | 0.9 | 1.9 | -0.2 | -4.5 | -0.2 | 0.5 | -6.7 | 0.9
CCN(CC)CCCNC(=O)/C(=C\c1cccn1C)NC(=O)c1cccs1 | 0.1 | -1.4 | 1 | 0.4 | -0.2 | -4.9 | -3.4 | 32.5 | -7.4 | 0.9
O=C(Oc1ccc2ccc(=O)oc2c1)c1cccs1 | 0.5 | -1.4 | 1 | -0.4 | -0.3 | 0.7 | -1.7 | -5.5 | -8.4 | 0.9
CCOc1ccc(OCc2ccc(C(=O)N3CCOCC3)cc2)cc1 | 1.2 | 1.0 | 1.1 | 0.6 | 0.1 | 5.7 | . | -10.9 | -8.6 | 1.1
CCOc1ccc(CC(=O)C2C(=O)CCCC2=O)cc1OCC | -0.1 | -2.4 | 2.1* | -8.7 | 0.2 | -3.9 | -39.0 | -1.1 | -0.6 | 1.4
O=C(CSc1n[nH]c(-c2ccccc2O)n1)N1CCCc2ccccc21 | 5.4 | -6.5 | 1 | 2.6 | 0.3 | -2.8 | 3.7 | 74.5* | -7.1 | 0.9
Cc1cccnc1Nc1nc(-c2ccc(O)cc2O)cs1 | 1.0 | -0.8 | 0.7 | -1.0 | 0.1 | 2.3 | -13.7 | 17.9 | -112.6 | 0.9
COCCCNC(=S)Nc1ccccc1C | 2.4 | 0.4 | 0.8 | 0.0 | -0.2 | -0.8 | 1.4 | 22.4 | -10.3 | 1
CC1=C(C(=O)Nc2cccnc2)C(c2cccnc2)n2nc(-c3cccs3)nc2N1 (stereo unspecified) | 2.0 | 1.6 | 1 | -3.4 | -0.3 | -3.8 | -1.5 | 83.8* | -2.5 | 1
NCC12CC3CC(C1)CC(CN)(C3)C2 | 4.6 | 0.4 | 1 | -0.4 | -0.3 | -1.2 | 3.0 | -2.8 | -3.8 | 1
O=C(N/N=C/C=C\c1ccccc1)c1cnccn1 | 0.6 | -6.1 | 0.9 | 8.9 | -0.2 | -1.7 | -2.3 | -2.9 | -15.3 | 0.9
O=C(Nc1nnc(-c2ccccc2SCc2ccccc2F)s1)Nc1ccccc1F | 2.4 | -8.4 | 1 | -0.5 | -0.2 | -8.3 | . | -3.1 | -11.7 | 1.1
N#C/C(=C1\C(=O)Nc2c(Cl)cc(Cl)cc21)c1nnc2n1CCCCC2 | 0.0 | 1.2 | 0.5 | 2.0 | -0.2 | 1.4 | . | -10.4 | 1.9 | 0.8
CCOC(=O)C1CCN(C(=O)c2cn(-c3ccccc3)nc2-c2cccnc2)CC1 | . | -4.7 | 1 | -0.1 | -0.3 | . | . | -2.3 | -0.3 | 1
COc1cc(C(=O)Nc2ccc3c(c2)Cc2cc(NC(=O)c4cc(OC)c(OC)c(OC)c4)ccc2-3)cc(OC)c1OC | 2.8 | 7.2 | 0.9 | 0.9 | -0.3 | -0.2 | -13.7 | -5.5 | -9.3 | 0.9
CCOC(=O)COc1cc(Br)c(/C=N/Nc2ccccc2)cc1OC | 4.7 | -2.5 | 1.8 | -3.9 | -0.2 | -5.0 | . | -2.6 | -11.4 | 1.3
O=C(O)CCCCCN1C(=O)C(O)=C(C(=O)/C=C/c2ccccc2)C1c1cccc([N+](=O)[O-])c1 (stereo unspecified) | 4.7 | -3.7 | 1.1 | -0.8 | -0.2 | 1.1 | -11.8 | -8.6 | -13.5 | 1.2
CCn1cc(C2=NOC(C(=O)Nc3cc(C)nn3-c3ccccc3)C2)c(C)n1 (stereo unspecified) | 0.7 | -3.7 | 1 | -1.6 | -0.2 | -1.4 | -13.3 | -8.1 | -17.3 | 1
CCOC(=O)C1CCN(c2c(-c3ccccc3)c3cc(Cl)ccc3[nH]c2=O)CC1 | 2.8 | -4.6 | 1 | 0.1 | -0.5 | -6.0 | -8.4 | -1.5 | -9.2 | 1
N#Cc1ccc(Cl)cc1NC(=O)COC(=O)c1ccc2c(c1)OCCO2 | 2.2 | -0.2 | 1 | -1.7 | -0.1 | -2.9 | . | -2.6 | 7.7 | 1
O=C(Cn1nnc(-c2cccs2)n1)N1CCc2ccccc2C1 | 0.7 | -6.3 | 1 | -1.2 | -0.2 | -1.5 | -12.5 | -2.2 | -11.9 | 0.9
CC(=O)c1ccc(-n2nnnc2SCC(=O)N2CCc3ccccc3C2)cc1 | 3.4 | 1.6 | 0.8 | 2.3 | -0.2 | 0.7 | -25.0 | 4.2 | -5.9 | 0.9
Cc1cccc(CSCc2ccc(C(=O)NCC3CCCO3)o2)c1 (stereo unspecified) | 0.1 | 0.6 | 0.9 | -0.5 | -0.2 | -4.6 | 19.0 | -6.8 | -5.5 | 0.9
CC(=O)Nc1c(Br)cc(N2C(=O)CCC2=O)cc1Br | 0.6 | 0.9 | 1 | -1.2 | -0.2 | 8.5 | . | 2.7 | -11.2 | 1.1
CC(C)(C)NC(=O)C(c1ccsc1)N(CCc1ccccc1)C(=O)Cn1nnc2ccccc21 (stereo unspecified) | 5.3 | -5.5 | 1 | -2.6 | -0.4 | -2.1 | . | -4.4 | -10.5 | 1
C=CCOC(=O)C1=C(C)OC(N)=C(C#N)C1c1ccc(F)cc1 (stereo unspecified) | 1.6 | -1.1 | 0.9 | 1.9 | -0.2 | 1.4 | -8.8 | 3.4 | -5.7 | 0.9
COc1ccc(C(=O)Nc2ccc(S(=O)(=O)Nc3ncccn3)cc2)cc1OC | 5.5 | -3.1 | 1 | -0.1 | -0.2 | -4.3 | 0.1 | -3.6 | 3.8 | 1.1
CCN1CCN(CC(=O)Nc2ccc(Cl)c(S(=O)(=O)N(C)C)c2)CC1 | 1.3 | -5.4 | 1 | -0.6 | 0.1 | -1.9 | -19.3 | -2.5 | -10.9 | 1
O=C(c1ccccc1)c1cnc(-c2ccccc2)s1 | 2.1 | 0.1 | 0.8 | -1.9 | 0.2 | 1.0 | -13.8 | 1.1 | -1.6 | 1
CCOc1ccc(C(C)=O)cc1CSC(=N)N | 2.5 | 2.3 | 1 | -0.2 | 0.0 | 0.4 | 17.0 | -1.9 | 19.7 | 0.9
CCOc1ccccc1Nc1nnc(SCC(=O)Nc2cccc(S(=O)(=O)NC3=NCCCCC3)c2)s1 | 5.6 | -5.9 | 0.9 | 0.3 | -0.3 | 0.6 | -9.6 | -0.3 | -20.9 | 0.9
CCOc1ccc(OCC)c(NC(=O)CN2CCN(CC)CC2)c1 | 0.9 | -4.9 | 1 | -0.3 | -0.3 | 8.2 | . | 3.3 | -8.7 | 0.4
O=C(c1ccc2c(c1)OCO2)N1CCN=C1SCc1ccccc1 | 1.7 | -3.9 | 0.8 | -0.6 | -0.1 | -5.0 | -2.8 | -3.8 | 2.3 | 0.8
C=CCN(CC=C)c1ccc(N2C(=O)C3CCCCC3C2=O)cc1[N+](=O)[O-] (stereo unspecified) | 9.0* | 0.8 | 0.8 | 1.1 | -0.1 | 0.3 | -16.0 | 3.7 | 4.1 | 0.8
C=C(C)C(=O)NC1=NN(c2ccccc2)C(=O)C1 | -0.7 | 3.1 | 1 | 0.9 | -0.4 | -2.9 | -5.2 | -5.8 | -5.6 | 1
CC(=O)Nc1ccc(SCC(=O)Nc2ccccc2-c2ccccc2)cc1 | 0.1 | 6.2 | 1.1 | 0.7 | -0.5 | -6.0 | -2.4 | -0.9 | -21.1 | 1
O=C(COC(=O)C1CC(=O)N(c2ccc3c(c2)OCCO3)C1)NC1CCCc2ccccc21 (stereo unspecified) | 0.1 | -8.7 | 1 | 1.5 | 0.0 | -6.4 | -11.2 | -5.0 | -17.7 | 1
Fc1cc(F)c2nc(N3CCOCC3)sc2c1 | 2.0 | 1.1 | 1 | 0.5 | -0.4 | -1.3 | 8.1 | -5.4 | -47.0 | 0.9
Cc1ccc2nc(C)cc(N/N=C/c3cccnc3)c2c1 | 1.8 | -0.2 | . | 0.1 | -0.2 | -0.9 | 6.4 | -2.1 | -4.2 | .
Cc1ccc(C)c(NC2=NCC(=O)N2C2CCCCC2)c1 | 0.0 | -0.6 | 1.2 | 0.3 | -0.1 | -2.5 | . | 26.3 | -7.4 | 1.2
CC1=C(C(=O)Nc2ccccn2)C(c2ccc(F)cc2)n2ncnc2N1 (stereo unspecified) | 2.8 | 0.1 | 0.9 | 2.2 | 0.2 | -3.1 | 18.9 | -1.6 | -7.0 | 1
O=C(/C(=C/c1ccccc1Cl)c1ccccc1)N1CCOCC1 | 2.5 | -2.6 | 0.9 | -0.8 | -0.3 | -5.8 | 10.2 | -4.9 | -11.2 | 1
Cc1ccc(N2C(=O)[C@@H]3Cc4ccccc4CN3C2=O)cc1 | -0.1 | -3.9 | 0.9 | 0.0 | 0.5 | -3.0 | 12.0 | -2.1 | -11.5 | 0.9
COc1cc(-c2nc3ccc4ccccc4c3c3c2CCC3)cc(OC)c1OC | 4.4 | -5.0 | 0.8 | -3.6 | -0.2 | 0.5 | . | 27.0 | -8.9 | 0.9
Cc1cc(Cl)ccc1NC(=S)NC(C)(C)C | -0.7 | -1.8 | 1 | -0.3 | -0.2 | -0.4 | -9.7 | 12.4 | -2.7 | 1
COc1ccc(-c2noc(CSc3nnc(Cc4ccccc4)n3-c3cccc(C)c3)n2)cc1OC | 2.9 | -5.1 | 0.8 | 0.2 | -0.3 | 1.9 | 24.9 | 53.7* | -6.6 | 0.8

High-throughput results: PubChem, several laboratories
